Screens: PubChem BioAssay, several laboratories
NADH enzymes: inhibitors of PK/LDH coupling enzymes, profiling panel, artefact control, biochemical, MLSMR library; coupled PK/LDH NADH assays, four targets; IC50, µM (highest dose often 10 µM), for the others: at the top dose inhibition; hit rate 0.02% among 65,000;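 active = single-dose screening hits from any of four coupled enzyme assays that gave an IC50 when retested across doses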;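 also: the DPM-DC format reads NADH fluorescence rather than 340 nm absorbance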
M1 ag: M1 muscarinic receptor agonists, primary screen, CHO-M1 cells, Fluo-4 calcium, agonist mode; Muscarinic acetylcholine receptor M1; Fluo-4 calcium fluorescence; active compounds read high; B-score at 10 µM; hit rate 3% among 64,000; AID 626, 2007;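 active = fluorescence rise, raw or as B-score row- and column-corrected plate score, outside the 99.7% band of its plate's samples, either direction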
TNAP act DEA: human TNAP enzyme activators, primary screen, biochemical, luminescent, intermediate phosphate acceptor level. Alkaline phosphatase, tissue-nonspecific isozyme (Homo sapiens), P05186. purified TNAP, CDP-star luminescence, 100 mM DEA, 30 min; active compounds read high; scale: 0 levamisole-inhibited, 1 vehicle-only enzyme. activation factor at 20 µM. 64,000 tested, under 10 active. AID 813, 2007;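 active = activation factor of at least 2 at 20 µM, relative to controls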
D1 mod: D1 CRE-luciferase signal change, two-sided – cell-based, HEK293 D1, dopamine EC30, D1 allosteric modulator project, primary screen. hit rate 5.9% among 58,000. B-score at 10 µM. AID 641, 2007. dopamine EC30 potentiation; actives deviate in either direction;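 active = luminescence count or its row- and column-corrected plate score outside the 99.7% band of the plate's sample wells, on either side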
Target sequence (P21728 whole entry, looked up): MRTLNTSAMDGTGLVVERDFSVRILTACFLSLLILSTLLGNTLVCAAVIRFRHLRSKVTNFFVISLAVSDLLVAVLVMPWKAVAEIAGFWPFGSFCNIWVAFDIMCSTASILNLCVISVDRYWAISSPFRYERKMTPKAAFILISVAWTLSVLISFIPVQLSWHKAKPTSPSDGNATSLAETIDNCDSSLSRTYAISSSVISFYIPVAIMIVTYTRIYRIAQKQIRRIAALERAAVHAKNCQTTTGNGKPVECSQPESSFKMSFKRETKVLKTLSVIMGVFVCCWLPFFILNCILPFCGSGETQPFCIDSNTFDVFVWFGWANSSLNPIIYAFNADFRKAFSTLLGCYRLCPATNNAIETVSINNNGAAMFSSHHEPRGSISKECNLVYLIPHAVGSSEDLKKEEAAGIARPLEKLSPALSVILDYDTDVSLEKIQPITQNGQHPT
tolC growth inh: growth inhibitors of E. coli tolC mutant, primary screen, strain BW25113 ΔtolC::kan, 384-well; OD615; growth inhibition, % at 10 µM (by protocol); hit rate 2.2% among 65,000; AID 573, 2007;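 active = growth inhibition at or above a cutoff equal to the mean over every tested compound plus 3 SD, cut at about 60% in these data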;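 also: growth measured after 20 h incubation at 37 °C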
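test system = E. coli BW25113 ΔtolC::kan bacteria | medium = LB with kanamycin 50 µg/mL | signal = OD at 615 nm | schedule = 37 °C, 20 h exposure | evaluation = % inhibition of E. coli growth | compound dosing = one dose of 10 µM final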
HEK293 NFkB inh: inhibitors of PMA/ionomycin-induced NF-kB reporter, primary screen, antigen receptor NF-kB inhibitor project, cell-based, HEK-293 luciferase reporter, luminescence | hit rate 0.21% among 62,000 | HEK-293 NF-kB luciferase reporter | inhibition, % at 3 µM | AID 465, 2006;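 active = inhibition above the mean of all tested compounds plus 3 SD, cut at about 40% in these data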;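 also: 0% = stimulated DMSO wells and 100% = 10 µM reference inhibitor 5653914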
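Reagent: PMA plus ionomycin mix as NF-kB-activating stimulus. Assay system: NF-kB luciferase reporter HEK-293 cells. Technique: luminescence from luciferase substrate reagent. Incubation: 1 h compound pre-incubation, 16 h PMA/ionomycin at 37 °C. Benchmarks: DMSO only as uninhibited control, 10 µM reference inhibitor as full inhibition. Repeats: tested once.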
Jurkat viability: cytotoxicity toward Jurkat T cells, primary screen, cytotoxicity control, cell-based, Jurkat E6.1, 60K MLSMR library | Jurkat E6.1 viability, ATP luminescence, 48 h | hit rate 1.2% among 56,000 | AID 463, 2006 | inhibition, % at 4 µM;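 active = inhibition above the mean inhibition of all tested compounds plus 3 SD, cut at about 28% in these data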
SF1 activator: activators of human SF-1, primary screen, cell-based, CHO-K1, Gal4-SF-1 LBD, luciferase luminescence. Steroidogenic factor 1 (Homo sapiens), Q13285. CHO-K1 Gal4-SF-1 LBD luciferase reporter; % increase over DMSO SF-1-specific signal. activation, % at 10 µM. hit rate 1.9% among 65,000. AID 522, 2006;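 active = activation above the mean activation of all tested compounds plus 3 SD, cut at about 50% in these data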
Target sequence (Q13285 whole entry, looked up, the tested form may be a part): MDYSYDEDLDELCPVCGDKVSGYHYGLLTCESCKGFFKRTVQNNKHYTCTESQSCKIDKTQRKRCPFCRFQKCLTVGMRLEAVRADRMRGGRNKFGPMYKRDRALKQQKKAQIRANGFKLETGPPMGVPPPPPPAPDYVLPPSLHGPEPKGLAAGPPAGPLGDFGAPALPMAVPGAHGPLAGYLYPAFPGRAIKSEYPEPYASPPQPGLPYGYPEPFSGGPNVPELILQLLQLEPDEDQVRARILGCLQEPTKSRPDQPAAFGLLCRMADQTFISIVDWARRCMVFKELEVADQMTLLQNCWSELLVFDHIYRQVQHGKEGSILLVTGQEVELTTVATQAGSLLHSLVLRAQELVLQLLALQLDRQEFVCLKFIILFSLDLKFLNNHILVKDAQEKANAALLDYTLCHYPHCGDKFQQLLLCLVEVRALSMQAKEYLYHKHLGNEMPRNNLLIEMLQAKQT
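Assay system – CHO-K1 cells with Gal4–hSF-1 LBD chimera plus Gal4-driven luciferase · Quantity – 4,000 cells per well · Times – compound added 1 h post-seeding, 20 h exposure at 37 °C, 5% CO2 · Measured by – luciferase light emission · Benchmarks – DMSO and mock-transfected background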
M1 antag: antagonists of rat M1 muscarinic receptor. CHO-M1 cells, Fluo-4 calcium, ACh EC80 antagonist mode; active compounds read low. Muscarinic acetylcholine receptor M1 (Rattus norvegicus), P08482. B-score at 10 µM. AID 628, 2007. hit rate 3.4% among 64,000;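 active = calcium fluorescence response, raw or row-and-column corrected B-score, differing from the plate sample mean either way at a set confidence level, mostly lower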
An asterisk follows results filed as active; [ ] = another dose, or the depositor's remark.

Results for C#CCn1cc[n+](CC(=O)N(C)C)c1 ?
NADH enzymes: 6.0%; M1 ag: -0.294; TNAP act DEA: 0.9; D1 mod: -0.525; tolC growth inh: -22.1; HEK293 NFkB inh: -3.3; Jurkat viability: 0.4; SF1 activator: 0.7; M1 antag: -0.174

Results for COCCNC(=O)CN(C(=O)CCC(=O)Nc1cc(C)on1)c1ccccc1C ?
NADH enzymes: 2.0%; M1 ag: -0.767; TNAP act DEA: 0.9; D1 mod: -1.56; tolC growth inh: -11.8; HEK293 NFkB inh: -2.5; Jurkat viability: -5.8; SF1 activator: 0.9; M1 antag: -0.2

Results for CNC(=O)NCCN1CCCC1=O ?
NADH enzymes: 2.0%; M1 ag: 0.354; TNAP act DEA: 0.9; D1 mod: -0.0159; HEK293 NFkB inh: 14.4; Jurkat viability: -1.4; SF1 activator: 1.0; M1 antag: 1.05

Results for Cc1ccc(-c2cc(C(=O)N3CCOCC3)c3ccccc3n2)cc1 ?
NADH enzymes: 1.0%[fluoresces]; M1 ag: 0.63; TNAP act DEA: 0.9; tolC growth inh: -2.8; HEK293 NFkB inh: 8.9; Jurkat viability: 2.8; SF1 activator: 10.0; M1 antag: 0.146

How did CCOC(=O)N1CCC(N2C(=O)c3ccccc3C2Nc2ccc3c(c2)OCCO3)CC1 (configuration not stated) do in these assays?
NADH enzymes: 2.0%; M1 ag: 0.163; TNAP act DEA: 0.9; D1 mod: -3.1*; tolC growth inh: 8.5; HEK293 NFkB inh: 11.1; Jurkat viability: 6.8; SF1 activator: 8.6; M1 antag: 0.402

What do the screens show for `COC(=O)C1=C(C)OC(N)=C(C#N)C1c1ccccc1` (configuration not stated)?
NADH enzymes: 4.0%; M1 ag: -0.0852; TNAP act DEA: 0.9; D1 mod: 1.18; tolC growth inh: 5.3; HEK293 NFkB inh: -1.6; Jurkat viability: 7.3; SF1 activator: -3.7; M1 antag: 0.205

What do the screens show for `CC(C)(C)n1nnnc1C(c1cccs1)N1CCCC2(CCCCC2)C1` (configuration not stated)?
NADH enzymes: 1.0%; TNAP act DEA: 0.9; D1 mod: -0.264; tolC growth inh: 34.7; HEK293 NFkB inh: 12.1; Jurkat viability: 2.8; SF1 activator: -13.8

What do the screens show for `COc1ccc(NC(=O)c2cc(-c3ccc(OC)c(OC)c3)on2)cc1OC`?
NADH enzymes: 7.0%; M1 ag: -0.123; TNAP act DEA: 1; D1 mod: -0.0263; tolC growth inh: -17.4; HEK293 NFkB inh: 7.1; Jurkat viability: 10.4; SF1 activator: -12.8; M1 antag: 0.0501

Results for O=C(c1ccccc1)N(c1ccccc1)C1C=CS(=O)(=O)C1 (configuration not stated) ?
NADH enzymes: 0.0%; M1 ag: -0.994; TNAP act DEA: 0.9; D1 mod: 0.284; tolC growth inh: -9.3; HEK293 NFkB inh: 7.7; Jurkat viability: -4.0; SF1 activator: -3.7; M1 antag: -0.0964

How did Nn1c(=O)c2ccccc2n2c(SCc3ccccc3)nnc12 do in these assays?
NADH enzymes: 8.0%; M1 ag: -0.239; TNAP act DEA: 0.9; D1 mod: 0.258; tolC growth inh: -8.4; HEK293 NFkB inh: 7.6; Jurkat viability: -7.3; SF1 activator: -17.1; M1 antag: 0.316

How did COc1cc(N=Cc2c(O)[nH]c3ccccc23)cc(OC)c1OC do in these assays?
NADH enzymes: 4.0%; M1 ag: 5.61; TNAP act DEA: 0.8; D1 mod: -1.15; tolC growth inh: 1.8; HEK293 NFkB inh: 13.8; Jurkat viability: 63.0*; SF1 activator: -0.5; M1 antag: 0.0272

What do the screens show for `CCCCC1CCC(/C(N)=N/O)CC1` (configuration not stated)?
NADH enzymes: 5.0%; M1 ag: -0.464; TNAP act DEA: 0.9; D1 mod: 0.581; tolC growth inh: 3.8; HEK293 NFkB inh: -2.8; Jurkat viability: 16.1; SF1 activator: 11.7; M1 antag: 0.884

How did COC(=O)c1c(C)n(-c2ccccc2)c2ccc(O)cc12 do in these assays?
NADH enzymes: 3.0%; M1 ag: -1.37; TNAP act DEA: 1; D1 mod: -0.204; tolC growth inh: 13.1; HEK293 NFkB inh: 11.6; Jurkat viability: 11.3; SF1 activator: 7.4; M1 antag: -0.0448

Results for COc1ccc(C(=O)CSC2=C(C#N)C3(CCCCC3)C(C#N)=C(N)N2)cc1 ?
NADH enzymes: 4.0%; M1 ag: 3.82; TNAP act DEA: 0.8; D1 mod: -0.656; tolC growth inh: 8.9; SF1 activator: -19.7; M1 antag: -0.37

Results for Cc1sc(NC(=O)C2CCCO2)c(C#N)c1C (configuration not stated) ?
NADH enzymes: 7.0%; M1 ag: -0.622; TNAP act DEA: 0.9; D1 mod: 1.26; tolC growth inh: 6.8; HEK293 NFkB inh: 5.5; Jurkat viability: 1.3; SF1 activator: -0.2; M1 antag: 0.929

What do the screens show for `CCN(CC)CCN(CC)Cc1ccccc1Br`?
NADH enzymes: 2.0%; M1 ag: 0.706; TNAP act DEA: 0.9; D1 mod: -0.501; tolC growth inh: -12.1; HEK293 NFkB inh: 4.0; Jurkat viability: 11.4; SF1 activator: -0.5; M1 antag: -3.29*

How did N#Cc1nc(COc2ccc(Cl)cc2Cl)oc1N1CCOCC1 do in these assays?
NADH enzymes: 9.0%; M1 ag: 0.437; TNAP act DEA: 0.9; D1 mod: 1.99; tolC growth inh: 25.8; HEK293 NFkB inh: 10.2; Jurkat viability: -4.5; SF1 activator: 21.3; M1 antag: 0.29

Results for CCOC(=O)c1cccc(NC(=O)CN2CCN(c3ccc(OC)cc3)CC2)c1 ?
NADH enzymes: 14.0%; M1 ag: -1.27; TNAP act DEA: 1; D1 mod: 1.85; tolC growth inh: 15.4; HEK293 NFkB inh: 3.7; Jurkat viability: -0.6; SF1 activator: -23.5; M1 antag: 0.882

Results for Cc1cc(N2CCCCC2)nc(SCC(=O)c2ccccc2)n1 ?
NADH enzymes: 6.0%; M1 ag: 0.565; TNAP act DEA: 1; D1 mod: 1.39; tolC growth inh: 20.7; HEK293 NFkB inh: 5.8; Jurkat viability: 0.7; SF1 activator: 39.4; M1 antag: 0.552

How did COc1cccc(-n2c(SCc3c(C)noc3C)nnc2-c2cccc(S(=O)(=O)N(C)C)c2)c1 do in these assays?
NADH enzymes: 6.0%; M1 ag: 0.975; TNAP act DEA: 0.9; D1 mod: 9.09*; tolC growth inh: -6.0; HEK293 NFkB inh: 4.1; Jurkat viability: 2.4; SF1 activator: 0.5; M1 antag: 0.245

Results for Oc1cccc(/C=N/c2c(-c3ccco3)nc3ccccn23)c1 ?
NADH enzymes: 13.0%[fluoresces]; M1 ag: 3.38; TNAP act DEA: 0.9; D1 mod: 0.00604; tolC growth inh: 2.7; HEK293 NFkB inh: 7.8; Jurkat viability: -2.2; SF1 activator: -6.1; M1 antag: -0.41

How did Cc1cccc(-n2c(SCC(N)=O)nnc2-c2ccccn2)c1C do in these assays?
NADH enzymes: 4.0%; M1 ag: -0.811; TNAP act DEA: 0.9; tolC growth inh: -17.2; HEK293 NFkB inh: 16.1; Jurkat viability: 0.2; SF1 activator: -2.3; M1 antag: 1.13

Results for CNC(=O)c1cc2cccc(OC)c2oc1=O ?
NADH enzymes: 8.0%; M1 ag: -0.562; TNAP act DEA: 0.9; tolC growth inh: -3.7; HEK293 NFkB inh: 7.3; Jurkat viability: -3.2; SF1 activator: -4.5; M1 antag: 0.659

What do the screens show for `Cc1cc(N2C(=O)C3C4C=CC(C4)C3C2=O)no1` (configuration not stated)?
NADH enzymes: 1.0%; M1 ag: -0.579; TNAP act DEA: 1; D1 mod: -0.841; tolC growth inh: -0.6; HEK293 NFkB inh: 14.7; Jurkat viability: 1.5; SF1 activator: -2.6; M1 antag: 0.439

How did CCC(C)(C(=O)NC1CCCC1)N(CC1CCCO1)C(=O)CNC(=O)c1ccccc1 (configuration not stated) do in these assays?
NADH enzymes: 2.0%; M1 ag: -1.57; TNAP act DEA: 0.9; D1 mod: -0.95; tolC growth inh: -3.9; HEK293 NFkB inh: 6.1; SF1 activator: -13.2; M1 antag: 0

What do the screens show for `O=C(CCCCCn1c(=O)[nH]c2ccccc2c1=O)N1CCN(Cc2ccc3c(c2)OCO3)CC1`?
NADH enzymes: 4.0%; M1 ag: 3.7*; TNAP act DEA: 1.1; D1 mod: 0.292; tolC growth inh: 12.9; HEK293 NFkB inh: 20.9; Jurkat viability: 1.9; SF1 activator: 1.7; M1 antag: -1.28

What do the screens show for `CCC(C)NC(=O)CCC(=O)Nc1ccc2nc(N3CCOCC3)cc(C)c2c1` (configuration not stated)?
NADH enzymes: 4.0%[fluoresces]; M1 ag: 0.189; TNAP act DEA: 1; D1 mod: -0.869; tolC growth inh: 0.1; HEK293 NFkB inh: -6.8; Jurkat viability: 6.8; SF1 activator: 14.8; M1 antag: -0.354

What do the screens show for `CN(C)c1nc(Oc2ccc(=O)n(-c3ccccc3)n2)nc(N2CCOCC2)n1`?
NADH enzymes: 11.0%; M1 ag: -0.0982; TNAP act DEA: 0.9; D1 mod: 5.59*; HEK293 NFkB inh: 5.7; Jurkat viability: -0.4; SF1 activator: -0.1; M1 antag: -0.319

How did Cc1cccc2c1nc(-c1ccccc1)n1nnnc21 do in these assays?
NADH enzymes: 4.0%; M1 ag: -0.385; TNAP act DEA: 1; D1 mod: -0.00737; tolC growth inh: -10.2; HEK293 NFkB inh: 14.5; Jurkat viability: -3.9; SF1 activator: -14.0; M1 antag: 0.495

How did CCOC(=O)c1cc2sccc2n1CC(=O)Nc1ccc2c(c1)OCCO2 do in these assays?
NADH enzymes: 3.0%; M1 ag: -1.01; TNAP act DEA: 1; D1 mod: -0.00692; tolC growth inh: 6.7; HEK293 NFkB inh: 17.9; Jurkat viability: -3.9; SF1 activator: 14.0; M1 antag: -0.929*

Part of the list above in order of SMILES length, ascending:
How did Cc1cccc(-n2c(SCC(N)=O)nnc2-c2ccccn2)c1C do in these assays?
NADH enzymes: 4.0%; M1 ag: -0.811; TNAP act DEA: 0.9; tolC growth inh: -17.2; HEK293 NFkB inh: 16.1; Jurkat viability: 0.2; SF1 activator: -2.3; M1 antag: 1.13

What do the screens show for `CCC(C)NC(=O)CCC(=O)Nc1ccc2nc(N3CCOCC3)cc(C)c2c1` (configuration not stated)?
NADH enzymes: 4.0%[fluoresces]; M1 ag: 0.189; TNAP act DEA: 1; D1 mod: -0.869; tolC growth inh: 0.1; HEK293 NFkB inh: -6.8; Jurkat viability: 6.8; SF1 activator: 14.8; M1 antag: -0.354

What do the screens show for `CN(C)c1nc(Oc2ccc(=O)n(-c3ccccc3)n2)nc(N2CCOCC2)n1`?
NADH enzymes: 11.0%; M1 ag: -0.0982; TNAP act DEA: 0.9; D1 mod: 5.59*; HEK293 NFkB inh: 5.7; Jurkat viability: -0.4; SF1 activator: -0.1; M1 antag: -0.319
